b-catenin transl: modulators of beta-catenin nuclear translocation; AID 1665; nuclear translocation activity, % at 5 µM; HeLa beta-catenin nuclear translocation, immunofluorescence imaging; 190,000 compounds, 0.3% hits;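 active = nuclear translocation activity above 50% at 5 µM, with a well cell count of 50 or more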;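 also: per-cell ratio of nuclear to cytoplasmic median beta-catenin stain intensity; plate controls were DMSO negative control for no effect and GSK-3 inhibitor IX positive control for full effect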
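Signal – beta-catenin immunofluorescence imaging with DAPI · Test system – human HeLa cell line · Dosing – 5 µM primary single dose, 0.1% DMSO, 0.02–20 µM confirmation series · Measure – % activation, nuclear-to-cytoplasmic median beta-catenin signal ratio per cell · Incubation – 24 h compound exposure at 37°C, 5% CO2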
Autophagy mod: alters autophagy in cells | MEF GFP-LC3 puncta imaging; test concentration mostly 10 µM | calls only at 10 µM (by protocol) | 190,000 compounds, 0.98% hits | AID 463193;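 active = percentage of spot-positive cells more than 3 SD above its plate mean, without a fluorescence outlier flag or 80% toxicity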;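 also: spot-positive cell cutoff set from DMSO-treated cells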
Dynein cargo inh: dynein cargo transport inhibition. 3617.4 mouse cells, GR-EGFP nuclear translocation imaging; test concentration mostly 20 µM; stimulated with dexamethasone, 1 µM; stronger effect = lower value. z-score, hits read low. 220,000 compounds, 0.47% hits;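 active = plate z-score of nuclear minus cytoplasmic receptor signal below a set negative limit, without overly bright fluorescence or cell loss, cut at about -3.5 in these data, passing the limit was not always enough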;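 also: z-score of nuclear minus cytoplasmic ring GR-EGFP intensity difference per well; some compounds called inactive have numbers as strong as hits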
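Buffer or medium – tet-free medium with charcoal-stripped serum · Signal – automated 10x imaging of fixed Hoechst-stained cells · Also added – dexamethasone agonist, 1.0 µM final, for 30 min · Incubation – induction 48 h, compound 1 h, agonist 30 min · Read-out – GR-EGFP nuclear translocation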
ER stress rescue: protection against thapsigargin-triggered cell killing – 384-well, CSM14.1, ATP luminescence, primary screen (AID 1222). CSM14.1 thapsigargin-induced death rescue, ATP luminescence; higher % means a stronger effect. cellular ATP content (survival), % at 20 µM, or EC50 in µM where a hit was titrated. 190,000 tested, under 10 active;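 active = EC50 below 50 µM in the dose-response confirmation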;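 also: death triggered by thapsigargin at about 15 µM added after 2 h compound pretreatment; cell ATP read after overnight thapsigargin exposure of roughly 18 to 22 hours; normalized against plate controls of thapsigargin alone and 5% DMSO vehicle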
UTI89 phage lysis: protection from phage-mediated lysis, alamar blue read-out – E. coli UTI89, K1F phage, bacterial capsule biogenesis inhibitors (AID 488966). E. coli UTI89 K1F phage lysis, alamar blue, 2 h; higher % means a stronger effect. 340,000 compounds, 0.02% hits. inhibition, % at 100 µM; hits with a dose series show IC50 in µM;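 active = phage lysis inhibition, versus mean bacterial control, above a set limit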;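 also: capsule biogenesis inhibitors block K1F phage lysis so surviving cells raise fluorescence; higher fluorescence means more inhibition of phage lysis; actives were called in the ten point dose series up to 300 µM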
M1AAP inhibition: P. falciparum M1AAP inhibitors, biochemical, fluorogenic H-Leu-NHMec substrate, 1536-well (AID 1445); 220,000 compounds, 0.42% hits; recombinant M1AAP, H-Leu-NHMec fluorogenic kinetic assay; higher % means a stronger effect; inhibition, % at 30 µM, or IC50 in µM where a hit was titrated;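 active = primary inhibition above the hit cutoff, then over 50% inhibition at one or more dose response concentrations, cut at about 23% in these data, passing the limit was not always enough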;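 also: plate controls were DMSO full reaction for no effect and no enzyme background for full effect; strong numbers were not always called active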
MT stabilizer: microtubule stabilization, imaging screen | HeLa tubulin immunostaining HCS, 24 h; share of cells brighter than vehicle mean+2SD | % tubulin-high responders, % at 10 µM | 200,000 compounds, 0.83% hits;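 active = plate Z-score above 3 for both tubulin-high and condensed-nucleus cell shares, with cell loss under 80%, at 10 µM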;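 also: anti alpha tubulin signal scored within the nucleus-defined area of each cell; some results filed as inactive read as strong as hits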
Insulin prom up: MIN6 insulin promoter up-regulation. AID 1625. MIN6 insulin promoter-GFP reporter, high-content imaging; stronger effect = higher value. 190,000 compounds, 0.3% hits. z-score at 5 µM;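 active = z-score above 3 at 5 µM with at least 500 cells counted in the well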
P. falciparum M17LAP: P. falciparum M17LAP inhibitors, primary screen, biochemical, fluorogenic H-Leu-NHMec substrate, 1536-well (AID 1619); recombinant M17LAP, H-Leu-NHMec fluorogenic kinetic assay; higher % means a stronger effect; inhibition, % at 30 µM, or IC50 in µM where a hit was titrated; 220,000 compounds, 0.38% hits;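 active = compound inhibiting the enzyme by more than half at any dose during confirmatory dose-response retesting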;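 also: plate controls were full reaction with DMSO carrier for no effect and no enzyme background for full effect; strong numbers were not always called active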
Dynein cargo inh cytoplasmic EGFP: second read-out of Dynein cargo inh, no call of its own (marks repeat the call); z-score; measured here: cytoplasmic GR-EGFP intensity; stronger effect = higher value
Dynein cargo inh nuclear GR-EGFP: recorded beside Dynein cargo inh, whose call it bears; z-score; measured here: nuclear GR-EGFP intensity;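 lower value marks the stronger effect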
Dynein cargo inh cell count: further read-out of Dynein cargo inh, marked with its call; z-score; measured here: cell count per field
Insulin prom up cell count: recorded beside Insulin prom up, whose call it bears; cell count; measured here: cytotoxicity, nuclei count;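 total cells summed across four imaged fields per well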
b-catenin transl cell count 5 µM: further read-out of b-catenin transl, marked with its call; cell count; measured here: cell count, cytotoxicity flag
MT stabilizer Hoechst-high %: recorded beside MT stabilizer, whose call it bears; % Hoechst-high responders; measured here: nuclear condensation Hoechst responders;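 share of cells brighter than vehicle mean plus two SD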
MT stabilizer cytotoxicity %: further read-out of MT stabilizer, marked with its call; toxicity, %; measured here: cytotoxicity by cell density;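 0% = mean cell density of plate MIN control wells and 100% = no cells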
Autophagy mod cell loss 18 h: further read-out of Autophagy mod, marked with its call; toxicity, %; measured here: cell loss, nuclei count;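 cell loss after 18 h compound exposure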
* hit, by the source's call; i = inactive; x = no result given; [ ] = remark or other dose.

SMILES | b-catenin transl | b-catenin transl cell count 5 µM | Autophagy mod | Autophagy mod cell loss 18 h | Dynein cargo inh | Dynein cargo inh cytoplasmic EGFP | Dynein cargo inh nuclear GR-EGFP | Dynein cargo inh cell count | ER stress rescue | UTI89 phage lysis | M1AAP inhibition | MT stabilizer | MT stabilizer Hoechst-high % | MT stabilizer cytotoxicity % | Insulin prom up | Insulin prom up cell count | P. falciparum M17LAP
COC(=O)c1nnn(-c2nonc2N)c1COc1ccc(C=O)cc1OC | 0.2 | 1015 | i | 14 | 0.96 | -0.33 | 0.23 | 0.34 | 0.3% | -0.2% | 4% | 3.3 | 2.1 | 6.9 | 0.5 | 1499 | -1%
O=C(CC(Nc1ccccc1Cl)C(=O)OCC(=O)c1cccs1)c1ccccc1 (stereo unspecified) | -0.2 | 1404 | i | 3 | -0.5 | -0.22 | -0.36 | 0.82 | 1.2% | 1.3% | 8% | 1.3 | 1.1 | 8.0 | 1.3 | 1447 | -12%
CN(C)c1nnnn1-c1ccc(Cl)cc1 | -2.9 | 1061 | i | 5 | -0.25 | -0.25 | -0.094 | 0.29 | -0.8% | 0.4% | 4% | 2.5 | 2.2 | 5.5 | -0.25 | 1205 | -9%
CCS(=O)(=O)N1Cc2ccccc2CC1C(=O)Nc1nc2c(C)cccc2s1 (stereo unspecified) | -1.7 | 947 | i | 10 | 0.17 | -0.22 | 0.21 | 0.2 | -5.9% | 2.8%[50 µM] | 0% | 5.2 | 1.6 | 13 | -0.03 | 1207 | -7%
COC(=O)c1ccc(NC2CC(=O)N(c3ccccc3C)C2=O)cc1 (stereo unspecified) | -0.6 | 997 | i | -3 | 0.24 | -0.31 | 0.55 | -0.61 | -3.9% | 1.5% | 0% | 2.4 | 1.4 | 4.1 | 1.1 | 1188 | 9%
C/C(=N\Nc1cccc2cccnc12)c1ccc(C)cc1 | -4.7 | 1083 | i | 1 | -0.48 | -0.3 | 0.39 | 0.43 | -3.1% | 0.0% | 3% | 3.4 | 2.0 | 2.5 | 0.5 | 1385 | -5%
CCC/C=C(\CCC)C(NS(=O)(=O)c1cccc2cccnc12)c1ccc(C(=O)OC)cc1 (stereo unspecified) | x | x | i | 15 | -0.14 | -0.1 | 0.25 | 0.87 | 0.9% | x | 2% | 3.4 | 2.4 | 4.8 | 0.21 | 1291 | 11%
Nc1ccc(S(=O)(=O)NC2=NCCCCC2)cc1 | -0.4 | 1111 | x | x | 1.6 | -0.25 | 0.33 | -0.34 | x | 0.0% | 9% | x | x | x | -0.25 | 1489 | 0%
CCCCC(=O)c1c(O)c2ccccc2oc1=O | -0.2 | 821 | i | 0 | -0.4 | -0.21 | -0.047 | 0.6 | -1.0% | -0.9% | -9% | 3.0 | 1.8 | 8.6 | 0.56 | 1383 | 10%
CCN(CC)C(=O)c1cn(C)c2ccc(S(=O)(=O)N(CC)CC)cc2c1=O | x | x | i | 8 | 0.056 | -0.22 | 0.23 | 0.65 | -0.6% | 0.1% | 5% | 2.8 | 2.6 | 1.1 | 0.16 | 1290 | 13%
COc1ccc2nc(NC(=O)c3ccc(-n4nc(C)cc4C)cc3)sc2c1 | -2.1 | 1226 | i | 16 | -0.19 | -0.18 | -0.27 | 0.42 | 0.1% | 0.4% | 8% | 1.1 | 1.2 | 6.7 | 0.64 | 1030 | 9%
COc1cccc(-c2nc(=S)c3c(n2CCCO)CCCC3)c1 | x | x | i | 2 | 0.29 | -0.28 | 0.35 | 0.82 | -2.5% | 0.6% | 11% | 2.3 | 2.3 | 30 | -0.13 | 1265 | 32%
Cc1ccc(-c2ccc(=O)n(CC(=O)Nc3cccc(C(=O)N4CCN(C)CC4)c3)n2)cc1 | 1.5 | 1129 | i | 10 | -0.6 | -0.34 | 0.016 | 0.17 | -1.0% | 7.4% | 7% | 7.1 | 3.2 | 15 | -0.93 | 1042 | -1%
O=C(Nc1cc(C(F)(F)F)ccc1N1CCCCC1)c1ccc(Br)o1 | 4.5 | 1271 | i | 2 | -1 | -0.17 | -0.32 | -0.23 | -0.5% | 0.3% | 6% | 2.3 | 1.5 | 6.1 | -0.71 | 1386 | -8%
Fc1cnc(N2CCOCC2)nc1NCc1ccccc1 | x | x | i | -20 | 3.5 | 1.8 | 6.9 | -3.6 | -1.9% | 2.0% | 8% | 2.2 | 2.3 | 5.1 | -0.44 | 1375 | 2%
CCOc1ccc(C(C)=O)cc1CC(C(N)=O)C(N)=O | x | x | i | -4 | -0.76 | -0.25 | -0.46 | 0.81 | -0.4% | 1.2% | -1% | 2.2 | 2.0 | 6.1 | 1.2 | 663 | 3%
O=C(CSc1nnc(-c2ccco2)n1CC1CCCO1)c1ccc(F)cc1 (stereo unspecified) | -0.8 | 932 | i | 0 | -0.18 | -0.17 | 0.031 | -0.037 | -1.3% | 0.2% | 6% | 2.3 | 2.7 | 11 | 0.47 | 1097 | 24%
Cc1c(C(=O)OC(C)C)sc2nc[nH]c(=O)c12 | x | x | i | 1 | 0.4 | -0.21 | 0.31 | -0.37 | -0.3% | -0.1% | 8% | 3.7 | 2.2 | 8.7 | x | x | -6%
O=C(CSCCNS(=O)(=O)c1ccccc1)Nc1ccccc1 | 0.9 | 1183 | i | 9 | -0.73 | -0.18 | -0.32 | 0.91 | -0.9% | 0.2% | 7% | 1.1 | 1.2 | 5.2 | 0.83 | 910 | 4%
Cc1cc(=O)oc2cc(OCC(=O)c3ccc4c(c3)NC(=O)CO4)ccc12 | -1.2 | 1129 | i | 11 | -1.8 | 0.01 | -1.1 | 1 | 0.8% | -0.6% | 9% | 6.7 | 17 | 13 | 0.33 | 1280 | 0%
O=C(N/N=C/c1ccc([N+](=O)[O-])cc1)c1cc2ccccc2o1 | -0.7 | 1345 | x | x | -0.31 | -0.18 | -0.14 | 0.56 | x | -1.6% | 5% | x | x | x | 0.26 | 1017 | 9%
CC(C)OCCCNC(=O)c1ccc(NC(=O)C2CCCO2)cc1 (stereo unspecified) | 1.3 | 1361 | i | 3 | -0.62 | -0.14 | 0.21 | 0.46 | -0.8% | 1.1% | -2% | 4.5 | 3.4 | 9.8 | -0.62 | 1477 | -14%
CCN(CC)C(=O)c1ccc(CS(=O)(=O)c2ccc(OC)cc2)o1 | -3.5 | 1185 | x | x | 2.2 | -0.1 | 1.6 | -0.95 | 1.6% | -1.2% | -13% | 12 | 0.9 | 5.5 | -0.28 | 1108 | 4%
CN(Cc1ccccc1)C(=O)c1ccccc1NC(=O)C1CC1 | -4.6 | 1070 | i | -20 | 0.56 | -0.31 | 0.27 | 0.62 | 2.2% | 0.0% | 1% | 3.9 | 1.6 | 5.2 | 0.66 | 1541 | 3%
O=C1CSC(=Nc2ccccc2)N1 | 2.2 | 1156 | i | 3 | 0.088 | -0.1 | -0.16 | 0.39 | 7.4% | -0.7% | 5% | 1.2 | 0.8 | 8.1 | 0.53 | 1335 | 11%
[O-][n+]1cccc2c(Br)cc(Br)c(O)c21 | 0.4 | 1058 | i | 16 | -0.41 | 0.12 | -0.2 | -0.071 | 2.6% | 0.3% | 3% | 2.0 | 1.3 | 3.0 | 0.45 | 1153 | 1%
CC(=O)c1ccc(C(=O)Nc2ccc(N3CCOCC3)cc2)cc1 | -3.0 | 880 | i | 5 | 0.043 | 0.042 | 0.38 | 0.21 | 1.4% | 0.5% | 3% | 4.3 | 1.8 | 5.2 | 0.22 | 1047 | 11%
CCCNC(=O)NC(=O)CSc1cccc(C(F)(F)F)c1 | 0.6 | 1031 | i | -7 | 0.96 | -0.2 | 0.4 | 0.55 | -1.2% | 0.4% | 9% | 2.1 | 1.4 | 5.3 | -0.47 | 1360 | 16%
CC(C)c1ccc(C(N)=S)cc1 | -2.0 | 1102 | i | -16 | -0.89 | -0.19 | -0.34 | 0.38 | -0.1% | -0.2% | 5% | 2.0 | 2.2 | 1.2 | -0.22 | 1435 | 18%
COc1ccc(CCNC(=O)c2cnn(-c3ccc(C)c(C)c3)c2NC(=O)c2ccco2)cc1OC | -0.2 | 1016 | i | -12 | 0.98 | 0.054 | 0.93 | -0.43 | -3.1% | 0.2% | 4% | 2.1 | 0.4 | 15 | 0.49 | 2000 | -9%
COc1ccc(S(=O)(=O)N(CC(=O)N/N=C/c2cccs2)c2cc(C)cc(C)c2)cc1OC | -1.0 | 1091 | i | -25 | -0.097 | -0.21 | -0.35 | 0.23 | -0.8% | 4.0% | 1% | 2.9 | 1.2 | 6.6 | 0.18 | 1663 | -10%
CCOc1ccc(S(=O)(=O)Nc2cccc(OC)c2)cc1 | x | x | i | 5 | 0.53 | -0.25 | 0.48 | 1.1 | 0.6% | 4.3% | 7% | 16* | 9.1* | 5.3* | 1.2 | 640 | -2%

Assay outcomes from PubChem.
